# Cl transport mod: KCC2 (human) Cl- transport modulation | KCC2 cells, thallium flux FluoZin-2 fluorescence | B-score of Tl+ flux slope (higher = more flux/activation; lower = inhibition) at 10 µM | hit rate 2.2% among 190,000 | AID 1456;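 active = thallium flux slope and its plate-corrected score both differing from the plate sample mean at a set confidence after two filtering rounds, in either direction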;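 also: slope of fluorescence scaled to starting intensity during 10 to 20 s after thallium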
# Target sequence (Q9H2X9 whole entry, looked up): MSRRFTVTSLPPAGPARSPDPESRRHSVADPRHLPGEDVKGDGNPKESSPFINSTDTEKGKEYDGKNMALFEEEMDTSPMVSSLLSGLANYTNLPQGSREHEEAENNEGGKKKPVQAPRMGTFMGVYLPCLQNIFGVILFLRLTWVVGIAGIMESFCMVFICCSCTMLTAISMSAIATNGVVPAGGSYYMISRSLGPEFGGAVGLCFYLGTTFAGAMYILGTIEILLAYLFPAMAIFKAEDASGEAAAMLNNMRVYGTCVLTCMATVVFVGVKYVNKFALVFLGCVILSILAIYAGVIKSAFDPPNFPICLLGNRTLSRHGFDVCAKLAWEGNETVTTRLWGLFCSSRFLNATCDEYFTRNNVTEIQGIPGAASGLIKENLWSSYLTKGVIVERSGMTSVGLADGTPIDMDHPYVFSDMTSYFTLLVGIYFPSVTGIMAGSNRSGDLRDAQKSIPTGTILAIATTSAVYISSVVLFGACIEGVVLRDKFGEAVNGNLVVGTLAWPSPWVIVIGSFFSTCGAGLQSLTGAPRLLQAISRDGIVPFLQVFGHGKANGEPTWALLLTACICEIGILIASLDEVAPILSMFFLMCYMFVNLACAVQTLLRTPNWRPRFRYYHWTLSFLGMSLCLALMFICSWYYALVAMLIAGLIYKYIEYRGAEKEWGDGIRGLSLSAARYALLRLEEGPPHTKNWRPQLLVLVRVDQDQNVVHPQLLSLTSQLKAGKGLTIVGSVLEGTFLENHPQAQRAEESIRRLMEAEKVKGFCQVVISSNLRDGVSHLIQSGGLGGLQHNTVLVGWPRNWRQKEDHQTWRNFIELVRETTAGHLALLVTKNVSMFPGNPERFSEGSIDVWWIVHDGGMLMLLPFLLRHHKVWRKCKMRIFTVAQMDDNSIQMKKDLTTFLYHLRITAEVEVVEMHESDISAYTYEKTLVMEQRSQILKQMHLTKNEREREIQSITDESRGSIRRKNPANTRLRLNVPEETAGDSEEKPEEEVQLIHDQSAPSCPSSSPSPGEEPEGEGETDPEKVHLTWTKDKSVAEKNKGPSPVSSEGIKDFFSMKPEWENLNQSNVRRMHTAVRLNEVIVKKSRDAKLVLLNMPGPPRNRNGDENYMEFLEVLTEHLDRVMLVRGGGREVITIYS
# MDM2 E3 inh: blocks human Mdm2 ubiquitin ligase activity; hit rate 0.11% among 210,000; signal enhancement, % at 5 µM; AID 1230; cell-based MDM2 ubiquitination luciferase reporter, 2 h; 0 = plate control, 100 = twice control, blank-subtracted; Q00987;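 active = signal enhancement of 30% or more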;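 also: luminescence tracks abundance of the self-degrading MDM2-luciferase fusion protein; higher signal means inhibition of MDM2 E3 ligase activity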
#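 Test system: stable mammalian line carrying autodegrading MDM2–luciferase fusion reporter; quantity: 2000 cells in each well; times: 4 h cell settling then 2 h compound exposure, 37 °C; detection: luminescence with SteadyLite reagent, 15 min at room temperature; evaluation: percent signal gain over controls, blank-subtracted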
# eIF4E 4G PPI: eIF4E/eIF4G interaction inhibition in translation initiation; P63073+Q04637; TR-FRET eIF4E-eIF4GI(517-606) binding, 2 h; inhibition, % at 21.7 µM; hit rate 0.37% among 220,000;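 active = inhibition above about 30%, limit read from the data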;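 also: 0% = full FRET control wells and 100% = background wells lacking eIF4GI fragment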
# TNF necrop inh: TNF-alpha cell death inhibition in Jurkat FADD-/- cells; activation (protection from cell death), % at 10 µM; AID 463075; Jurkat FADD-/- TNF necroptosis rescue, ATP luminescence, 24 h; 0 = TNF only, 100 = no-TNF cells; hit rate 0.068% among 220,000;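 active = activation, meaning protection from cell death, of at least 50% relative to plate controls; inactive = activation below 50%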;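 also: necroptosis triggered by 40 ng/mL TNF-alpha added together with compound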
# Rad51 HR inh: blocks human Rad51 in homologous recombination | hRad51 DNA strand exchange, fluorescence dequenching | Q06609 | hit rate 0.085% among 200,000 | inhibition, % at 10 µM;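 active = inhibition above 40% at the single screening dose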;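 also: 0% = DMSO control wells and 100% = blanks with heterologous ssDNA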
#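 material = hRad51 filaments on single-stranded DNA | timing = filaments 15 min 37 °C, then compound 30 min | signal = FRET fluorescence dequenching, excitation 485 nm, emission 520 nm | benchmarks = control wells and blank wells on each plate | evaluation = percent inhibition relative to plate controls and blanks | compound = 10 µM final, single point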
# EBV gp42 inh: blocks Epstein-Barr virus glycoprotein 42 binding. Fluorescence polarization binding assay, mP read-out. inhibition, % (tested at 21.74 µM). hit rate 0.42% among 220,000. AID 1085; in the data active = inhibition above about 50%
# zVAD death inh: L929 zVAD cell death inhibition. L929 zVAD necroptosis rescue, ATP luminescence, 24 h; with zVAD 60 µM. viability rescue, % at 10 µM. hit rate 0.38% among 220,000;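 active = activation, scaled between plate controls, above about 75%, limit read from the data; inactive = activation under that limit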;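 also: 0% = zVAD with DMSO and 100% = DMSO alone without zVAD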
# PERK inhibitor: inhibitors of human PERK kinase; CHO PERK-DD fusion, SEAP luminescence translation reporter; inhibition, % at 5.6 µM; hit rate 0.17% among 220,000;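 active = inhibition above the mean inhibition of all tested compounds plus 3 SD, set separately per screening campaign, cut at about 2.9% in these data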;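 also: PERK kinase domain activated by AP20187 dimerizer at 100 nM; 0% = DMSO with dimerizer and 100% = rapamycin at 8.4 µM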
# Calpain2 inh: inhibitors of pig calpain II | hit rate 0.37% among 220,000 | purified calpain II, fluorogenic peptide substrate, 30 min | inhibition, % at 16 µM | AID 1236;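 active = inhibition above about 50%, limit read from the data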
# An asterisk follows results filed as active; i = inactive; nt = not tested or not shown; [ ] = remark or other dose.
Molecule	Rad51 HR inh	zVAD death inh	EBV gp42 inh	TNF necrop inh	eIF4E 4G PPI	PERK inhibitor	MDM2 E3 inh	Calpain2 inh	Cl transport mod
CCC(C)NC(=O)CN(c1cc(Cl)cc(Cl)c1)S(C)(=O)=O (stereo unspecified)	0	0.6	-14	0.1	-4	0.3	-4	-35	0.014
CC(=O)c1c(C)[nH]c(C(=O)OCC(=O)N2c3ccccc3NC(=O)C2(C)C)c1C	1	0.9	-15	0.8	-1	-0.2	0	9	0.42
Cc1ccccc1OCCC(=O)OCC(=O)NC(C)c1ccccc1 (stereo unspecified)	nt	1.0	-14	0.5	3	0.0	-13	25	0.18
CCc1ccccc1N(CC(=O)N1CCN(c2ccccc2)CC1)S(C)(=O)=O	-11	0.0	4	-1.9	1	0.6	-5	9	1.1
Cc1ccc(NC(=O)CN(C)C(=O)c2ccc(C(F)(F)F)cc2)cc1	nt	1.5	0	1.1	2[fluorescence artefact?]	-0.1	4	7	1.3
COc1ccc(NC(=O)COc2nc3ccccc3nc2N2CCOCC2)c(OC)c1	3	-0.3	-7	1.1	3	-0.8	-15	-16	0.15
O=C(NCc1ccccn1)c1cc(-c2ccc(Br)cc2)nc2ccccc12	15	-1.4	-2	-2.5	0	-0.4	-16	21	0.076
CCCC(C)C(=O)Nc1ccc(F)c(Cl)c1 (stereo unspecified)	-11	0.9	8	11	3	-0.4	-89	17	-0.26

# Three structures already listed, arranged by count of non-hydrogen atoms, smallest number first.
Molecule	Rad51 HR inh	zVAD death inh	EBV gp42 inh	TNF necrop inh	eIF4E 4G PPI	PERK inhibitor	MDM2 E3 inh	Calpain2 inh	Cl transport mod
CCc1ccccc1N(CC(=O)N1CCN(c2ccccc2)CC1)S(C)(=O)=O	-11	0.0	4	-1.9	1	0.6	-5	9	1.1
CC(=O)c1c(C)[nH]c(C(=O)OCC(=O)N2c3ccccc3NC(=O)C2(C)C)c1C	1	0.9	-15	0.8	-1	-0.2	0	9	0.42
COc1ccc(NC(=O)COc2nc3ccccc3nc2N2CCOCC2)c(OC)c1	3	-0.3	-7	1.1	3	-0.8	-15	-16	0.15

# (cont.)
Molecule	Rad51 HR inh	zVAD death inh	EBV gp42 inh	TNF necrop inh	eIF4E 4G PPI	PERK inhibitor	MDM2 E3 inh	Calpain2 inh	Cl transport mod
Nc1nc2n(n1)C(c1ccco1)CC(c1ccc(Cl)cc1)N2 (stereo unspecified)	-2	-0.4	5	-1.3	-3	-0.2	-8	-1	0.09
CC(C)NC(=O)c1cc2c(C(F)(F)F)nn(C)c2s1	14	-0.1	-12	-1.9	6	0.9	-11	4	-3.9
COc1cccc(CNC(=O)CCC2CCCN(C(=O)c3ccc(OC)o3)C2)c1 (stereo unspecified)	7	1.6	-12	1.7	3	-0.2	20	-10	0.26
O=[N+]([O-])c1cc(Cl)ccc1N1CCCC1	-6	1.7	-15	-0.2	1	-1.0	-2	-20	-1
CCOC(=O)C1=C(C)N(Cc2ccc(C(=O)O)cc2)C(=O)NC1c1ccc([N+](=O)[O-])cc1 (stereo unspecified)	-10	18	5	-0.2	4	0.6	nt	-11	0.43
O=C(CN1CCC(O)(c2ccc(F)cc2)CC1)NCc1ccc(F)cc1	7	0.2	-6	0.3	-12	-0.1	-25	-42	-0.12
CCC(=O)NC(=S)Nc1ccc(NC(=O)c2cc3ccccc3o2)c(OC)c1	-6	61	-10	0.4	10	0.7	-3	-84	-0.0061
Cc1[nH]nc2c1C(C(C)C)C(C#N)=C(N)O2 (stereo unspecified)	-2	0.5	0	-1.9	-2	-0.1	-13	0	-1.6
Cc1ccccc1-c1n[nH]c(=S)n1/N=C/c1c(C)nn(-c2ccccc2)c1C	-1	0.5	-2	1.8	5[fluorescence artefact?]	-0.5	-13	16	0.28
CCOc1ccc(Nc2nc(Cl)nc(NCCO)n2)cc1	6	1.7	5	2.3	5[fluorescence artefact?]	-0.8	2	-18	0.34
CN(C)CCNC(=O)/C=C/c1cn(-c2ccccc2)nc1-c1cc2ccccc2oc1=O	25	7.0	-25	-16	3	-0.3	-8	-77	0.29
COc1cccc(-c2nc(SCC(=O)Nc3nc(-c4ccccc4)c(C)s3)[nH]c(=O)c2C#N)c1	-14	1.2	17	-0.2	7	1.7	-10	-8	-3
CCN(CC)Cc1c(O)ccc2c(=O)c(-c3ccc4c(c3)OCCO4)coc12	-3	-0.2	-2	-0.6	1	0.4	-3	-264	-1.1
O=C(COc1ccccc1)Nc1ncn[nH]1	-3	0.0	-17	1.4	-10	0.0	nt	-5	1.4
O=C1c2ccccc2NC(c2ccccn2)N1c1ccccc1F (stereo unspecified)	-15	0.2	-12	-0.7	2[fluorescence artefact?]	1.2	-5	i	0.038
CCOC(=O)c1cc2n(c1C)-c1ccccc1C2=O	-2	1.7	-5	-0.8	-6	1.4	-4	-12	0.054
COc1ccccc1Nc1ccncc1[N+](=O)[O-]	8	0.0	-7	-3.4	-1	0.5	-4	17	nt
CN(C)c1ccnc(C(=O)O)c1	-5	4.8	-23	-0.4	1	1.3	20	-27	0.83
CCNc1ccc(Br)cc(C(=O)/C=C/c2c(Cl)cccc2Cl)c1=O	-47	17	-36	-7.4	10	-0.1	-1	-86	nt
O=C(c1ccccc1NS(=O)(=O)c1cccc([N+](=O)[O-])c1)N1CCOCC1	-2	0.1	-7	-2.2	5	2.2	-8	22	nt
CCC1(CC)Cc2ccccc2C2=C(C(=O)N3CCCCC3)C(=O)C(=O)N21	nt	-0.3	-21	0.6	-2	2.7	-12	23	0.78
Nc1ncc(-n2cncn2)c(-c2ccccc2)n1	16	0.0	-17	1.0	-2	1.0	-19	-32	0.36
CCc1ccccc1NC(=O)COC(=O)C1CC(=O)N(c2ccc(F)cc2)C1 (stereo unspecified)	-6	1.0	-16	-1.1	-7[fluorescence artefact?]	1.5	-16	-4	nt
O=S(=O)(Nc1ccc(C(F)(F)F)cn1)c1ccccc1	-4	0.6	-3	5.4	3	1.1	-6	4	0.29
CC(=O)c1cccc(S(=O)(=O)N(Cc2cc3cc4c(cc3[nH]c2=O)OCCO4)CC2CCCO2)c1 (stereo unspecified)	6	-0.6	-5	-2.9	1	0.6	-23	15	nt
Cc1cc(C)n(C(=O)c2ccc([N+](=O)[O-])cc2N)n1	-2	1.2	-19	0.3	0	0.6	19	-35	0.24
O=C(Cn1[nH]c(=O)c2ccccc2c1=O)NCc1cccnc1	5	0.4	-12	0.7	-1[fluorescence artefact?]	0.3	-14	-29	nt
CC(=O)Nc1nc(-c2ccccc2)nc(C)c1C(C)=O	5	-0.2	-2	-1.3	1[fluorescence artefact?]	0.3	-1	1	-0.15
CN(C(=O)COc1ccc(Br)cc1Cl)C1CCCCC1	4	0.4	-11	4.0	-7	0.1	-19	24	0.042
COc1ccccc1/C=N/NC(=O)CSc1cc(C)nc2ccccc12	-14	9.0	14	-4.0	-3	-0.2	-16	-27	-3.1
Cc1ccccc1NC(=O)OCc1cn(-c2ccc(Cl)cc2)nn1	-10	0.0	-4	-1.6	11	-0.8	-11	-26	0.45
CC(C)(C)c1ccccc1OCC(=O)NCCC(=O)O	0	0.5	-26	0.0	-4[fluorescence artefact?]	0.3	-25	-31	nt
Cc1cccc(C(=O)NC(C)C(c2cccs2)N2CCOCC2)c1 (stereo unspecified)	3	0.1	2	-0.4	97*	-2.0	-5	-13	-0.44
CC(C)(C)C1=CC(=O)C(N2CCOCC2)=CC1=O	2	4.8	-15	-5.6	-1	0.7	-5	-3	1.5
COc1cc(OC)c(C2N(c3ccc(Cl)c(Cl)c3)C(=O)C3CCCN32)cc1OC (stereo unspecified)	1	0.2	2	2.4	1	-0.1	-12	22	nt
O=[N+]([O-])c1ccc(Cl)c(S(=O)(=O)N2CCCCCC2)c1	6	-0.1	-13	1.0	19[fluorescence artefact?]	0.9	11	-2	0.039
CCc1cc2c(=O)n(-c3ccccc3)c(=S)[nH]c2s1	-3	0.2	-7	-0.6	0	0.7	-5	4	3.3
CCOc1ccccc1NS(=O)(=O)c1cccc2nsnc12	-2	-0.7	-2	0.0	1	-0.6	-10	18	2.9
COc1ccc(-c2cc(C(F)(F)F)n3nc(C(=O)Nc4cc(C)on4)cc3n2)cc1OC	nt	1.1	-14	-1.4	9[fluorescence artefact?]	0.1	-20	-238	0.69
Cc1ccc(-c2cc(C(=O)NCc3ccco3)no2)cc1	-4	2.3	-17	1.7	3	-0.5	-2	-28	0.34
COC(=O)c1ccccc1NC(=O)N[C@@H](C)C(=O)OC	11	0.7	4	0.7	6	0.3	-13	-5	nt
O=C(COc1ncnc2scc(-c3ccccc3)c12)NCCN1C(=O)CSC1=O	5	0.4	-14	-0.4	2	-0.8	-9	1	-1.9
COc1ccc(N2C(=O)N(Cc3cccc(F)c3)c3ccccc3S2(=O)=O)cc1	13	-1.6	2	0.1	-4	-0.3	-90	63*	-0.048
Cc1nn2cc(-c3ccccc3)nc2s1	nt	-0.5	-12	-2.0	-15	1.0	-15	-32	-0.61
C=CCOc1cccc(C2C(C(=O)c3ccco3)=C(O)C(=O)N2Cc2ccncc2)c1 (stereo unspecified)	1	0.6	-8	-1.6	5	0.6	-12	3	0.012
CS(=O)(=O)c1ccc(Cl)c(NC(=O)COC(=O)CNC(=O)c2ccc(Br)o2)c1	nt	-0.5	-19	0.3	3	0.3	-2	-9	0.81
COc1cccc(-n2cc3c(=O)n(C)c(=O)n(C)c3c2)c1	-3	0.3	-2	-1.0	4	-0.6	-26	22	-2
CCSc1nnc(NC(=O)C2CCN(S(=O)(=O)c3c(C)c(C)cc(C)c3C)CC2)s1	5	-1.1	6	-1.8	-20	0.1	2	23	0.32
CCOc1ccc(OCC)c(NC(=O)CNS(=O)(=O)c2cccs2)c1	0	2.1	-13	-0.1	3[fluorescence artefact?]	-0.6	-18	5	nt
N#CC1=C(N)N(c2ccc(F)cc2)C2=C(C1c1ccc(O)cc1)S(=O)(=O)CC2 (stereo unspecified)	-18	0.8	16	-1.5	20	0.1	-5	11	-0.18
O=C(NCc1ccccc1)c1ccc(-c2ccccc2C(F)(F)F)o1	3	5.6	-16	0.4	4	0.8	nt	15	-1.6
CN(C)c1ccc(NC(=O)c2cc3c(=O)n4ccccc4nc3n2C)cc1	-8	0.1	nt	-0.8	nt	-1.2	nt	nt	0.54
COc1ccc(Br)cc1/C=C/C(=O)Nc1c(C)cccc1C	-6	0.4	-8	-2.1	-6	-0.8	3	18	nt
CCN(CC)c1ccc(/C=C2\C(=O)N(c3nnc(C)c(=O)[nH]3)N=C2C)cc1	-13	-2.2	-182	-18	-9	0.5	-9	-20	-2.5
Cc1ccc(NC(=O)/C(=C/c2cccc([N+](=O)[O-])c2)NC(=O)C2CCCCC2)c(C)c1	11	-0.3	-16	-0.4	3	0.8	-17	19	0.022
CC1CN(C(=O)c2ccccc2C(=O)c2ncc[nH]2)CC(C)O1 (stereo unspecified)	-2	1.5	3	-0.5	-1	0.1	-6	18	nt
COCCNC(=S)N(c1ccccc1)C(C)C	-6	0.5	-3	-0.8	-1	-0.1	-9	15	-0.21
O=C(Nc1ccc2ccccc2c1)Nc1ccc2snnc2c1	6	5.0	-4	-0.1	-3	0.3	-8	-10	0.75
COC(=O)CN1CCN(C(=O)c2ccc(F)cc2)c2ccccc2C1	-2	0.0	-11	-0.7	2	0.7	-4	-4	0.23

# High-throughput results as filed in PubChem BioAssay.
